# PABP1 MLLE inh: inhibitors of PABP1 MLLE–PAM2 peptide binding, primary screen, biochemical, fluorescence polarization, FITC-PAM2, GST-MLLE | 360,000 compounds, 0.36% hits | inhibition, % at 20 µM | Polyadenylate-binding protein 1 (Homo sapiens), P11940; in the data active = inhibition above about 35%, passing the limit was not always enough;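 also: plate controls were DMSO wells with GST-MLLE for no effect and wells lacking GST-MLLE protein for full effect; some results filed as inactive read as strong as hits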
# Rpn11 inh: Rpn11 (PSMD14) deubiquitinase inhibitors, primary screen, biochemical, fluorescence polarization, uHTS; calls only at 20 µM; human 26S proteasome, Ub4-pepOG fluorescence polarization; 20S core pre-blocked with epoxomicin; 360,000 compounds, 0.59% hits; AID 588493, 2011;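 active = inhibition at 20 µM, scaled to each plate's controls, above about 33%, limit read from the data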
# Target sequence (O00487 whole entry, looked up): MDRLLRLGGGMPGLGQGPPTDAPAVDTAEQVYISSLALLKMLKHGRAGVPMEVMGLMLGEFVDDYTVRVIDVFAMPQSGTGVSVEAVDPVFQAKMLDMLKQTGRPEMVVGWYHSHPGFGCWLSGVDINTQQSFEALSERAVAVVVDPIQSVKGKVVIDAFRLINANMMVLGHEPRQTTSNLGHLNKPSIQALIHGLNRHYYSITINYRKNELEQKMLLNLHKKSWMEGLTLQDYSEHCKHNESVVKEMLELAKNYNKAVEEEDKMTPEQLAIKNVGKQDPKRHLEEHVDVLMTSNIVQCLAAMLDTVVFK
# LMPTP block: LMPTP phosphatase inhibitors, primary screen, biochemical, fluorescence intensity, uHTS. Low molecular weight phosphotyrosine protein phosphatase (Homo sapiens), P24666. recombinant LMPTP-A, OMFP fluorogenic substrate. inhibition, % at 20 µM. 360,000 compounds, 0.22% hits;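 active = compounds that cut the enzyme signal by at least half of the control window in the single-dose screen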;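 also: plate controls were DMSO wells with enzyme plus substrate for no effect and substrate without enzyme for full effect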
# Target sequence (P24666 whole entry, looked up): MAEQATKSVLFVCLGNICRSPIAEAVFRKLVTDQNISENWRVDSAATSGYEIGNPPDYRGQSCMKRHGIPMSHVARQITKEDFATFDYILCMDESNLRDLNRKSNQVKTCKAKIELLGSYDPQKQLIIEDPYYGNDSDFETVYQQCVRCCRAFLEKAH
#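 Material: LMPTP-A; amount: 0.625 nM enzyme; doses: single 20 µM dose; times: reaction 50 min, room temperature, dark; technique: fluorescence intensity of OMFP turnover product; benchmarks: no-enzyme and uninhibited controls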
# Scp-1 inhibitor: Scp-1 phosphatase inhibitors, primary screen, biochemical, colorimetric, uHTS | Carboxy-terminal domain RNA polymerase II polypeptide A small phosphatase 1 (Homo … | Recombinant Scp1, phosphopeptide, malachite green phosphate absorbance | inhibition, % at 20 µM | 340,000 compounds, 0.88% hits | AID 493091, 2011;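 active = inhibition above about 50% at 20 µM, limit read from the data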;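 also: plate controls were DMSO wells with enzyme for no effect and wells lacking enzyme for full effect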
#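 assay system = SCP-1 phosphatase catalytic domain, residues 76-261 | buffer or medium = 50 mM Tris acetate pH 5.5, 0.005% Tween-20, 10 mM MgCl2 | incubation = enzyme reaction 45 min at room temperature, colour 5 min, stabilisation 30 min | signal = Phosphate-binding colour reagent, absorbance read at 630 nm | measure = % inhibition at 20 µM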
# STEP block: STEP phosphatase inhibitors, primary screen, biochemical, fluorescence intensity, uHTS; 360,000 compounds, 0.25% hits; recombinant STEP, OMFP fluorogenic substrate; AID 588621, 2011; inhibition, % at 20 µM;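 active = inhibition at 20 µM, scaled per plate between control wells, above about 37%, limit read from the data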;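 also: 0% = DMSO with enzyme and substrate and 100% = substrate only without enzyme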
#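 Also added – OMFP at 25 µM · Test system – STEP tyrosine phosphatase · Technique – FITC-channel fluorescence of OMFP product · Schedule – 20 min at room temperature, dark · Evaluation – control-normalized % inhibition with plate pattern correction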
# NadD inh: inhibitors of S. aureus NadD, primary screen, biochemical, colorimetric, uHTS | Nicotinate-nucleotide adenylyltransferase NadD (Staphylococcus aureus N315) | purified NadD enzyme, colorimetric absorbance read-out | inhibition, % at 20 µM | 360,000 compounds, 0.78% hits | AID 602399, 2012; in the data active = inhibition above about 26%; also: some compounds past the cut are filed as inactive
# DNMT1 inh: human DNMT1 methyltransferase inhibitors, primary screen, biochemical, molecular beacon, fluorescence, HinP1I cleavage, uHTS. 360,000 compounds, 0.83% hits. inhibition (reported as % activation of signal), % at 10 µM. DNA (cytosine-5)-methyltransferase 1 (Homo sapiens), P26358. AID 588458, 2011; in the data active = inhibition above about 50%
# CSN deneddyl inh: inhibitors of CSN-mediated cullin deneddylation, primary screen, biochemical, fluorescence polarization, uHTS; inhibition, % at 12.5 µM; Purified CSN, SCF-Nedd8-OG deneddylation; AID 651999, 2013; 360,000 compounds, 0.38% hits;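 active = pattern-corrected inhibition above about 35%, with an unprinted fluorescence ratio check between 0.5 and 1.5, limit read from the data, passing the limit was not always enough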;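 also: 0% = enzyme with substrate and 100% = substrate without enzyme; some results filed as inactive read as strong as hits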
# Target sequence (Q92905 whole entry, looked up, one chain of several): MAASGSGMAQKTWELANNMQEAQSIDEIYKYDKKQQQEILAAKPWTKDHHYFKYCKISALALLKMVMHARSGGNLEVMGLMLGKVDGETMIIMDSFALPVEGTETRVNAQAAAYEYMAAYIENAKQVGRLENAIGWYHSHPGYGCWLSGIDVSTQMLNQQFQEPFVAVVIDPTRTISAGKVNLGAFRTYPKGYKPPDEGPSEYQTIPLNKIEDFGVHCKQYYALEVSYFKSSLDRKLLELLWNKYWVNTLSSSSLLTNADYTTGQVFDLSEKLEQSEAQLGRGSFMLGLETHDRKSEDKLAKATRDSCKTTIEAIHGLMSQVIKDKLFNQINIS
#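 Test system: purified human Csn5 enzyme expressed in HEK293T cells. Amount: 0.24 nM enzyme. Reagent: SCFSkp2-Nedd8OG substrate at 10 nM final. Schedule: 90 min incubation of compound, enzyme and substrate at room temperature. Detection: fluorescence polarization. Read-out: % inhibition of substrate cleavage by Csn5.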
# SUMO1-SIM PPI: modulators of SUMO1 protein-protein interactions, primary screen, biochemical, uHTS; SUMO1 binding to a labelled peptide, TR-FRET, 1 h; inhibition, % at 20 µM; 360,000 compounds, 0.33% hits; Small ubiquitin-related modifier 1 (Homo sapiens), P63165; in the data active = inhibition above about 37%
# Target sequence (P63165 whole entry, looked up): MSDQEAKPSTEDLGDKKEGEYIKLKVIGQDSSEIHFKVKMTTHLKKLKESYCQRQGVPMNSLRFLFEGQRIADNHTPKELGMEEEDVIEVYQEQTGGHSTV
# TbMetRS inhib: T. brucei MetRS inhibitors, primary screen, biochemical, luminescence. purified T. brucei MetRS, ATP depletion, Kinase-Glo luminescence. inhibition, % at 11.9 µM. 360,000 compounds, 0.4% hits. methionyl-tRNA synthetase (Trypanosoma brucei brucei);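 active = inhibition above a per-plate cutoff of the control wells' mean inhibition plus 3 SD, cut at about 5.5% in these data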;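 also: 0% = DMSO wells median and 100% = median of wells with control inhibitor compound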
#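 Dosing: 11.9 µM compound single dose, 0.9% DMSO; Assay system: purified T. brucei MetRS enzyme; Measured by: Kinase-Glo luciferase luminescence reporting remaining unconsumed ATP; Schedule: 15 min plus 2 h at 25 °C.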
# * marks the source's active call; other numbers are inactive results; i = inactive; . = no result given.
Molecule	PABP1 MLLE inh	Rpn11 inh	LMPTP block	Scp-1 inhibitor	STEP block	NadD inh	DNMT1 inh	CSN deneddyl inh	SUMO1-SIM PPI	TbMetRS inhib
CCCCc1nc(SCC(=O)Nc2cc(C)on2)n[nH]1	-16	i	-2.0	-3	-2	2	2	-2	-1	0.6
COc1ccc(OC)c(NC(=O)c2ccccc2NS(=O)(=O)c2cccc3cccnc23)c1	1	i	2.8	1	-1	0	-1	-3	-1	0.9
CCN1C(=O)N[C@@H](c2cccc(F)c2)C(C(=O)OC)=C1C	-4	i	-2.4	-3	0	-1	9	7	4	0.0
CCN(C(=O)CN1C(=O)S/C(=C\c2cccc(OC)c2)C1=O)C1CCS(=O)(=O)C1 (stereo not drawn)	10	i	0.0	-1	-1	-3	1	2	-36	-0.7
CC1CCCC(C)N1CCNC(=O)C1CCN(S(=O)(=O)N2CCCCC2)CC1 (stereo not drawn)	1	i	-0.7	13	1	-4	-1	-3	-2	0.0
O=C(NCCCN1CCOCC1)C1CC(=O)N(C2CCCCC2)C1 (stereo not drawn)	5	i	-1.4	4	-2	-1	3	0	3	-0.1
CC(C)C1NC(C(=O)O)Cc2c1[nH]c1ccccc21 (stereo not drawn)	18	i	-0.6	-7	-1	-1	-2	1	2	1.9
COc1cccc(/C=C2/SC(=S)N(CCCC(=O)Nc3ccc(O)cc3)C2=O)c1	20	i	-1.2	-5	-3	3	-7	-1	-20	-0.1
Cc1ncc([N+](=O)[O-])n1CCOC(=O)c1cc(Cl)cc(Cl)c1N	5	i	5.8	62*	3	4	60*	11	-3	0.6
CC(OC(=O)Cc1c[nH]c2ccccc12)C(=O)N(C)c1ccccc1 (stereo not drawn)	-6	i	-0.9	-6	-3	-6	-1	-4	4	-0.4
COc1cc(C=O)ccc1OCC(=O)NC(C)(C)C	8	i	-1.6	-6	0	1	-4	-4	3	-0.3
O=C(COc1ccc2ccccc2c1Br)Nc1cccnc1	3	i	2.2	4	0	-1	-1	-1	-17	0.1
CC1CCN(C(=O)CSc2nc(N)c3c4c(sc3n2)CN(C)CC4)CC1	-5	i	15	6	3	10	-11	1	14	0.6
COc1ccc(-c2nnc(SCC(=O)N3CCCCC3)o2)cc1	2	i	1.0	-10	6	0	-2	0	5	0.0
CCN(CC)C(=S)SCC(=O)NC12CC3CC(CC(C3)C1)C2	1	i	1.6	-8	-2	-3	1	0	2	0.8
Cc1cc(=O)[nH]c(SCC(=O)Nc2ccc(F)cc2)c1C#N	-1	i	-2.1	4	-3	-4	-5	-6	0	-0.4
CSc1cccc(CN2CCC(Oc3ccc(C(=O)N4CCCCC4)cc3)CC2)c1	-7	i	-0.8	-6	0	4	0	4	-2	-0.3
Clc1cccc(COn2c(-c3ccc(Cl)cc3Cl)nc3ncccc32)c1	-7	i	2.0	9	-1	10	-3	-1	-1	0.3
CCOCCCNC(=O)C(NC(=O)c1ccc(NC(C)=O)cc1)c1ccccc1 (stereo not drawn)	4	i	-2.3	-5	4	-1	-2	-2	-1	-0.5
Cc1ccc(-n2nc3c(N4CCC(C(=O)NCc5ccc(C)o5)CC4)nnc(C)c3c2C)cc1	-41	i	65*	3	0	21	-7	12	33	0.6

# Other entries follow:
Molecule	PABP1 MLLE inh	Rpn11 inh	LMPTP block	Scp-1 inhibitor	STEP block	NadD inh	DNMT1 inh	CSN deneddyl inh	SUMO1-SIM PPI	TbMetRS inhib
O=C(Nc1cccnc1)c1coc(=O)c2ccccc12	1	i	-1.4	-8	2	-3	-2	0	-3	-0.2
O=C(O)c1cccc(NC(=S)NC(=O)c2ccc(-c3ccc(Cl)cc3)o2)c1	5	i	0.7	15	3	38*	0	7	-3	-1.4
Cc1noc(C)c1S(=O)(=O)N1CCCC(C(=O)NCc2ccccc2Cl)C1 (stereo not drawn)	6	i	-1.0	-6	0	7	0	0	4	-0.3
COc1ccc(C(CNC(=O)COc2cc(C)ccc2Cl)N2CCCCC2)cc1 (stereo not drawn)	1	i	-0.1	-1	-1	-5	-1	-3	-2	-0.1
COc1ccc(-c2cc(C(=O)Nc3ccc(C)c(C)c3)no2)cc1	6	i	-2.1	-17	-3	-4	8	3	-2	-0.6
O=C(O)c1cocc1C(=O)O	15	i	-1.2	.	2	-2	10	-5	2	-0.3
COc1ccccc1C(=O)N(Cc1ccc(Cl)cc1)C1CCS(=O)(=O)C1 (stereo not drawn)	-6	i	-1.0	-7	0	-3	2	0	-2	-0.4
O=C(CN(c1cccc(Cl)c1)S(=O)(=O)c1ccc(Cl)cc1)N1CCc2ccccc2C1	2	i	0.7	-10	-3	0	-2	2	1	0.7
O=C(NCCc1c[nH]c2ccccc12)/C(=C\c1cccnc1)NC(=O)c1ccco1	1	i	-2.7	-1	-3	-2	1	-15	-17	-0.3
CC(=O)c1cccc(NS(=O)(=O)N2CCOCC2)c1	-7	i	1.4	-5	0	-1	0	-1	2	-0.2
COc1cc(NC(=O)CCNC(=O)Cn2ccc3ccccc3c2=O)cc(OC)c1OC	5	i	-2.7	-7	-1	-5	-2	-2	2	-0.3
CC(=O)O[C@H]1c2ccccc2-c2ccccc2[C@@H]1OC(C)=O	-13	i	1.7	-10	-3	-1	0	0	0	-0.4
O=C(Nc1cc(S(=O)(=O)Nc2ccccc2Cl)ccc1O)c1cc2c(s1)CCCC2	-3	i	0.4	-13	-2	27	0	6	3	0.0
CCOC(=O)c1cnc2c(C)c(C)ccc2c1Nc1ccc(S(=O)(=O)Nc2ncccn2)cc1	19	i	-0.4	-3	-1	21	0	-14	-3	-0.4
Cc1nc2ccc(NC(=O)COc3ccccc3)cc2s1	8	i	-1.9	3	1	-4	1	-1	1	-1.0
C1CCN(c2nc3nonc3nc2NCC2CCOCC2)CC1	-10	i	-0.7	6	-2	-4	24	3	-4	-0.9
CCOc1ccc2cc(S(=O)(=O)N3CCCCC3)ccc2c1	3	i	2.3	-6	2	-3	1	-1	-2	0.0
Clc1ccc2nc(CSc3ccccc3)cn2c1	19	i	-0.3	3	0	2	3	-1	-2	-0.8
COc1ccccc1C(=O)OCC(=O)NC(=O)NC1CCCCC1	5	i	0.6	-5	-3	-7	0	0	-1	-0.5
CCOc1ccc(C(=O)Nc2nnc(S(=O)(=O)N(C)Cc3ccco3)s2)cc1	6	i	-0.6	0	0	18	3	10	1	-0.4

# Later entries:
Molecule	PABP1 MLLE inh	Rpn11 inh	LMPTP block	Scp-1 inhibitor	STEP block	NadD inh	DNMT1 inh	CSN deneddyl inh	SUMO1-SIM PPI	TbMetRS inhib
O=C(COc1ccccc1-c1ccccc1)N/N=C/c1cccc2ccccc12	7	i	7.2	-5	0	4	-6	-3	-1	-2.7
O=S(=O)(c1ccccc1)c1nc(-c2ccccc2)oc1N1CCCCC1	35	i	-2.8	-2	1	-1	-1	1	0	-1.3
C[C@@H](C(=O)NCc1ccccn1)[C@@H]1C[C@@]1(C)[C@@H](NC(=O)OCc1ccccc1)c1ccccc1	19	i	-1.0	5	-1	-1	4	-5	6	-0.2
O=C(N/N=C/c1ccc[nH]1)c1cccnc1	-7	i	-0.8	-8	3	-3	-2	-3	-3	-0.6
Cc1nc2ccc(NS(=O)(=O)c3cccc([N+](=O)[O-])c3)cc2s1	11	i	-0.6	-7	3	2	0	2	-16	0.4
CC(C)c1ccc(CN2CCN(S(=O)(=O)c3ccc(Cl)s3)CC2)cc1	-6	i	2.8	0	3	0	-3	-2	3	-0.2
COc1ccc2c(c1)cc1n2CCN=C1N	1	i	-1.9	0	2	2	4	-1	-22	-0.2
CCn1c(SCC(=O)Nc2ccc3c(c2)oc2ccccc23)nnc1-c1ccc(N)cc1	-27	i	0.2	7	-1	23	-21	3	-4	-0.8
O=c1onc(-c2ccccc2Cl)n1-c1ccccc1Cl	-11	i	0.4	-14	-3	0	-1	5	1	-0.2
COC(=O)CCNC(=O)c1ccc2nc(Cc3ccc(OC)cc3)oc2c1	-7	i	-1.1	-4	3	-2	-4	0	1	-0.4
CC(C)c1ccc(NC(=O)Cc2c(C(=O)O)n(C)c3ccccc23)cc1	0	i	-1.0	-12	1	-1	-3	2	16	0.0
O=C(O)CNC(=O)/C(=C/c1ccco1)NC(=O)/C=C/c1ccccc1	-5	i	-3.4	-10	3	-2	9	2	2	-0.2
CC(=O)C1=C(Nc2ccccc2)CC(C)(O)C(C(C)=O)C1c1ccccc1 (stereo not drawn)	-6	i	-0.2	7	-1	2	3	-4	2	0.0
CN(C)S(=O)(=O)c1ccc(C(=O)NCc2nnc(SCC(=O)N3CCCCCC3)o2)cc1	27	i	-0.2	-4	1	5	3	4	0	-0.1
O=C(O)c1c(NC(=O)N2CCOCC2)sc2c1CCCC2	8	i	-2.2	-9	-1	-4	-1	-3	-3	-0.4
COCC(Cc1ccccc1)NC(=O)Cn1cc(C)c(=O)[nH]c1=O (stereo not drawn)	10	i	-0.6	-4	-1	-2	5	2	0	0.1

# Arranged by the number under NadD inh (largest number first): four of the compounds above
molecule	NadD inh
CCn1c(SCC(=O)Nc2ccc3c(c2)oc2ccccc23)nnc1-c1ccc(N)cc1	23
CC(=O)C1=C(Nc2ccccc2)CC(C)(O)C(C(C)=O)C1c1ccccc1 (stereo not drawn)	2
CC(C)c1ccc(NC(=O)Cc2c(C(=O)O)n(C)c3ccccc23)cc1	-1
O=C(O)c1c(NC(=O)N2CCOCC2)sc2c1CCCC2	-4

# High-throughput results as filed in PubChem.
